Cardio protect: modulators protecting cardiomyocytes from myocardial damage | H9c2 cardiomyocytes, H2O2 injury protection, ATPLite, 2 h | protection from H2O2 cell death, % at 20 µM | actives 0.63% (n = 360,000) | AID 588492;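 active = compounds giving at least 50% protection of heart cells from peroxide-induced death in the single-dose screen, raw or plate-pattern-corrected value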;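 note: 0% = DMSO wells with peroxide and 100% = DMSO wells without peroxide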
HTR2A ag: activates the mouse 5-HT2A serotonin receptor; CHO-K1 mHTR2A beta-arrestin complementation, luminescence; percent of 30 µM serotonin response; activation, % at 7.6 µM; actives 0.66% (n = 360,000); P35363;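 active = activation above a run cutoff, the mean activation of all tested compounds plus 3 SD, cut at about 14% in these data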;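 note: 0% = plate median of compound wells and 100% = 30 µM serotonin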
MC4R antag cAMP: antagonists of human melanocortin 4 receptor (MC4R); P32245; MC4R-expressing cells, MTII-stimulated cAMP, LANCE TR-FRET; inhibition, % at 6.5 µM; actives 0.48% (n = 360,000);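 active = inhibition above its plate's cutoff, the mean of tested wells on that plate plus 3 SD, cut at about 29% in these data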;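 note: 0% = Melanotan II alone and 100% = Melanotan II plus saturating MCL0020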
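Material: human MC4R-expressing U2OS cells. Probe or stimulus: Melanotan II challenge. Dosing: 6.5 µM single dose. Times: 30-min compound, 1-h challenge, 1-h detection, room temperature. Technique: TR-FRET with Eu-cAMP and labeled anti-cAMP, 671 nm. Replication: singlicate.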
Exocytosis inh: blocks lytic granule exocytosis; AID 651702; actives 0.66% (n = 360,000); inhibition, % at 10 µM; TALL-104 LAMP-1 surface exposure, flow cytometry; cells stimulated with thapsigargin and PMA;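 active = inhibition above about 55%, limit read from the data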
ABHD5-PLIN5 inh: ABHD5-PLIN5 protein interaction inhibition; Split G. princeps luciferase complementation, luminescence, 4 h; Q00G26+Q8WTS1; actives 0.78% (n = 360,000); inhibition, % at 4 µM;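 active = inhibition above the mean inhibition across every tested compound plus 3 SD, cut at about 22% in these data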;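 note: 0% = DMSO only wells and the 100% control is not disclosed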
CaV13 FRET inh: Disruptors of the CACNA1D IQ motif to Ca2+-dependent inactivation inhibitor domain association, primary screening, Förster resonance energy transfer in intact living …; HEK cells, CFP/YFP FRET ICDI-IQ, plate reader, 10 min; percent FRET-ratio fall versus neutral wells; actives 0.098% (n = 340,000); inhibition, % at 12.3 µM;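 active = mean replicate inhibition of at least 30% and at least 1% of replicates passing that level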;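 note: 0% = median of the neutral control wells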
ABCB6 inh 2: inhibitors of human ABC transporter ABCB6 | Q9NP58 | K562-ABCB6 porphyrin accumulation, flow cytometry, 1 h; active compounds read low | fluorescence ratio to DMSO, % at 10 µM | actives 0.19% (n = 360,000);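 active = fluorescence ratio to DMSO below 75%, the collection mean minus 3 SD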;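 note: signal is porphyrin accumulated inside mitochondria; 100% equals median channel fluorescence of DMSO control wells; lower ratio means ABCB6 inhibition with less porphyrin fluorescence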
Target sequence (Q9NP58 whole entry, looked up): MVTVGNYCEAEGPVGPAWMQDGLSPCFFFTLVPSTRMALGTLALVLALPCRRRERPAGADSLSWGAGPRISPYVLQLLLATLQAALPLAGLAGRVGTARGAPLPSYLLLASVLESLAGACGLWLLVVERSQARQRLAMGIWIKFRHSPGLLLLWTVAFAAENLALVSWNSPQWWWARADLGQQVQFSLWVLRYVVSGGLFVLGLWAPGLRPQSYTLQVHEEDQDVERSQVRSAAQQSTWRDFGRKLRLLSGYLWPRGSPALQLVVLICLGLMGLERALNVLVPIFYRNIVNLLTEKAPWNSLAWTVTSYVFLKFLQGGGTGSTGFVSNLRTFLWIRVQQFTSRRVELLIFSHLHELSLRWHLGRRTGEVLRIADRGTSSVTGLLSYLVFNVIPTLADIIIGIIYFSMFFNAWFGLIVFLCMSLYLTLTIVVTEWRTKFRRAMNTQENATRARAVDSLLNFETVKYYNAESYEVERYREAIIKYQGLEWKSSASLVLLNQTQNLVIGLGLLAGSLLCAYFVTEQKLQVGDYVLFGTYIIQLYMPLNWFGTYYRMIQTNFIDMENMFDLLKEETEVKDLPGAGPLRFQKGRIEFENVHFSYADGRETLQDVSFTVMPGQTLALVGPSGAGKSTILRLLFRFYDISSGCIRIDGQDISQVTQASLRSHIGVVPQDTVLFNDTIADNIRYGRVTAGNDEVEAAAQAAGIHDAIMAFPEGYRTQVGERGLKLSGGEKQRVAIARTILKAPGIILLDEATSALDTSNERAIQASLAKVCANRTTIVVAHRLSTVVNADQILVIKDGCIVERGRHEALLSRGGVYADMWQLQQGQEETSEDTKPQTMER
PDI inh: blocks human protein disulfide isomerase activity; P07237; PDI insulin aggregation turbidity, A650, 90 min; inhibition, % at 10 µM; actives 0.052% (n = 350,000); AID 588391;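 active = mean inhibition across replicates of 30% or more, whatever share of single replicates reach that level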;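 note: absorbance from insulin aggregation driven by PDI reduction with DTT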
MC4R barr agon: activates human MC4R beta-arrestin recruitment; P32245; U2OS MC4R beta-arrestin complementation, luminescence; percent of melanotan II response, DMSO zero; activation, % at 8.9 µM; actives 0.98% (n = 360,000); AID 540308;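 active = activation above a per-plate cutoff, the mean activation of sample wells on that plate plus 3 SD, cut at about 8% in these data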
Glyco luc inh: N-linked glycosylation inhibition; actives 0.23% (n = 360,000); reporter increase, % at 12.5 µM; D54 ERlucT glycosylation luciferase reporter, 24 h; percent of 100 nM tunicamycin response; AID 588692;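 active = mean luciferase reporter signal, scaled so untreated is 0 and the glycosylation-blocking control 100, at or above a set limit in every replicate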;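 note: luciferase carries N-glycosylation sites so blocking glycosylation raises the light; 0% = median of neutral control wells and 100% = median of 100 nM tunicamycin wells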
* marks the source's active call; other numbers are inactive results.

A first look (2 entries):
CC(/C=N/NC(=O)CSc1n[nH]c(=O)[nH]c1=O)=C\c1ccccc1 was read as Cardio protect 1, HTR2A ag 5, MC4R antag cAMP 8, Exocytosis inh -2, ABHD5-PLIN5 inh 8, CaV13 FRET inh -3, ABCB6 inh 2 100, PDI inh -9, MC4R barr agon 1.0 and Glyco luc inh -1.
`O=C(CCCC(=O)N1CCN(c2cccc(Cl)c2)CC1)c1ccccc1` gave Cardio protect -11, HTR2A ag -2, MC4R antag cAMP 5, Exocytosis inh 3, ABHD5-PLIN5 inh -2, CaV13 FRET inh -2, ABCB6 inh 2 100, MC4R barr agon 0.1 and Glyco luc inh -2.

This part in full, previewed entries included:
CC(/C=N/NC(=O)CSc1n[nH]c(=O)[nH]c1=O)=C\c1ccccc1 was read as Cardio protect 1, HTR2A ag 5, MC4R antag cAMP 8, Exocytosis inh -2, ABHD5-PLIN5 inh 8, CaV13 FRET inh -3, ABCB6 inh 2 100, PDI inh -9, MC4R barr agon 1.0 and Glyco luc inh -1.
`O=C(CCCC(=O)N1CCN(c2cccc(Cl)c2)CC1)c1ccccc1` gave Cardio protect -11, HTR2A ag -2, MC4R antag cAMP 5, Exocytosis inh 3, ABHD5-PLIN5 inh -2, CaV13 FRET inh -2, ABCB6 inh 2 100, MC4R barr agon 0.1 and Glyco luc inh -2.
O=C(O)c1ccc(C2SCC(=O)N2Cc2ccco2)cc1 (centres undefined) was read as Cardio protect -2, HTR2A ag 3, MC4R antag cAMP 9, Exocytosis inh 4, ABHD5-PLIN5 inh 5, CaV13 FRET inh -3, ABCB6 inh 2 102, PDI inh 2, MC4R barr agon -2.0 and Glyco luc inh 0.
For O=C(CSc1nnc(NC(=O)c2ccc(F)cc2)s1)NCc1ccco1 the results were Cardio protect -15, HTR2A ag 6, MC4R antag cAMP 0, Exocytosis inh 11, ABHD5-PLIN5 inh -5, CaV13 FRET inh -6, ABCB6 inh 2 98, PDI inh -8 and MC4R barr agon -0.9.
For Cc1cc(C)nc(N/N=C/c2cc(Br)ccc2O)n1 the results were Cardio protect 41, HTR2A ag -25, MC4R antag cAMP -6, Exocytosis inh -1, ABHD5-PLIN5 inh -6, CaV13 FRET inh -2, ABCB6 inh 2 98, PDI inh -3, MC4R barr agon -0.2 and Glyco luc inh -6.
`CS(=O)(=O)Nc1cccc2cccnc12` gave Cardio protect 13, HTR2A ag 3, MC4R antag cAMP 13, Exocytosis inh 2, ABHD5-PLIN5 inh -3, ABCB6 inh 2 99, PDI inh -7, MC4R barr agon 0.0 and Glyco luc inh 4.
Screening CCOC(=O)c1c(-c2ccc(C)o2)csc1NC(=O)CSc1ncn[nH]1 returned Cardio protect -8, HTR2A ag -5, MC4R antag cAMP -3, Exocytosis inh 2, ABHD5-PLIN5 inh 44*, CaV13 FRET inh -9, ABCB6 inh 2 100, PDI inh 0, MC4R barr agon -0.3 and Glyco luc inh 1.
Screening O=C(NCCCCO)c1c(-c2ccccc2)oc2c1C(OCCCCCO)CCC2 (centres undefined) returned HTR2A ag -8, Exocytosis inh -7, ABHD5-PLIN5 inh 5, CaV13 FRET inh -9 and ABCB6 inh 2 98.
Screening CCN(CC)S(=O)(=O)c1ccc(N/N=C/c2ccc(OC)c(OC)c2OC)nc1 returned Cardio protect -5, HTR2A ag 1, MC4R antag cAMP 13, Exocytosis inh 3, ABHD5-PLIN5 inh 4, CaV13 FRET inh -15, ABCB6 inh 2 98, PDI inh -3, MC4R barr agon 1.0 and Glyco luc inh -9.
Screening Cc1nc2ccc(NC(=O)NC(=O)c3c(Cl)cccc3Cl)cc2o1 returned Cardio protect -1, HTR2A ag 1, MC4R antag cAMP -6, Exocytosis inh 2, ABHD5-PLIN5 inh -2, CaV13 FRET inh -2, ABCB6 inh 2 99, PDI inh -3, MC4R barr agon 1.4 and Glyco luc inh 7.
Screening Cc1ccc(S(=O)(=O)N(C)CC(=O)N2CCN(c3ccccn3)CC2)cc1 returned Cardio protect -1, HTR2A ag -7, MC4R antag cAMP -10, Exocytosis inh -2, ABHD5-PLIN5 inh -7, CaV13 FRET inh -4, ABCB6 inh 2 96, PDI inh 0, MC4R barr agon -1.2 and Glyco luc inh -1.
`CCCOc1ccc(C(=O)CCC(=O)OCC(=O)N2CC(=O)Nc3ccccc32)cc1` gave Cardio protect -4, HTR2A ag 2, MC4R antag cAMP 4, Exocytosis inh -1, ABHD5-PLIN5 inh -1, CaV13 FRET inh -8, ABCB6 inh 2 98, PDI inh -7, MC4R barr agon -0.4 and Glyco luc inh 1.
For Cc1cccc(-n2c(SCC(=O)N3CCC(C(=O)O)CC3)nc3ccccc3c2=O)c1C the results were Cardio protect 5, HTR2A ag 5, MC4R antag cAMP 6, Exocytosis inh -2, ABHD5-PLIN5 inh -4, CaV13 FRET inh -4, ABCB6 inh 2 104, PDI inh -7, MC4R barr agon 0.7 and Glyco luc inh 2.
Screening N#CC1=C(N)N(c2ccc(Br)cc2)C2=C(C(=O)CCC2)C1c1cccnc1 (centres undefined) returned Cardio protect -2, HTR2A ag -2, MC4R antag cAMP 11, Exocytosis inh 3, ABHD5-PLIN5 inh -1, CaV13 FRET inh -6, ABCB6 inh 2 98, PDI inh -2, MC4R barr agon -0.1 and Glyco luc inh 1.
`CC1(C)NC(=O)N(CCOCCOc2cccc(Oc3ccccc3)c2)C1=O` gave Cardio protect -4, HTR2A ag -3, MC4R antag cAMP 12, Exocytosis inh 1, ABHD5-PLIN5 inh 1, CaV13 FRET inh -8, ABCB6 inh 2 97, PDI inh 1, MC4R barr agon 3.3 and Glyco luc inh -3.
CN(C)S(=O)(=O)c1cccc(C(=O)Nc2cccnc2)c1 was read as Cardio protect 9, HTR2A ag -1, MC4R antag cAMP 0, Exocytosis inh 0, ABHD5-PLIN5 inh 0, ABCB6 inh 2 99, PDI inh 5, MC4R barr agon -0.8 and Glyco luc inh 1.
`COc1ccc(CCNC(=O)CCc2cc(OC)c(OC)c(OC)c2)cc1OC` gave Cardio protect 3, HTR2A ag 0, MC4R antag cAMP 4, Exocytosis inh -3, ABHD5-PLIN5 inh -4, CaV13 FRET inh -19, ABCB6 inh 2 91, PDI inh -6, MC4R barr agon -1.7 and Glyco luc inh 4.
`c1ccc(-c2nnc(SCc3nc4ccccc4[nH]3)n2Cc2ccco2)nc1` gave Cardio protect -7, HTR2A ag 4, MC4R antag cAMP -2, Exocytosis inh -2, ABHD5-PLIN5 inh 1, CaV13 FRET inh -4, ABCB6 inh 2 97, PDI inh 6, MC4R barr agon -1.7 and Glyco luc inh 2.
For CCn1cc(-c2ccnc3cc(C(=O)O)nn23)c(C)n1 the results were Cardio protect 2, HTR2A ag 7, MC4R antag cAMP -1, Exocytosis inh 1, ABHD5-PLIN5 inh -4, CaV13 FRET inh 2, ABCB6 inh 2 107, PDI inh -12, MC4R barr agon -0.9 and Glyco luc inh 1.
For CC[C@]12c3[nH]c4ccc(OC)cc4c3CCN1C(=O)C(CC(=O)NCCc1ccccn1)C[C@@H]2C(=O)N1CCN(C(=O)c2ccco2)CC1 (some centres undefined) the results were Cardio protect 7, HTR2A ag 5, MC4R antag cAMP 17, Exocytosis inh 1, ABHD5-PLIN5 inh 3, CaV13 FRET inh -4, ABCB6 inh 2 100, PDI inh 0, MC4R barr agon -2.5 and Glyco luc inh 2.
For O=C(Nc1cccnc1)c1ccc(N2CCCC2)c([N+](=O)[O-])c1 the results were Cardio protect -2, HTR2A ag 2, MC4R antag cAMP 1, Exocytosis inh 1, ABHD5-PLIN5 inh -7, CaV13 FRET inh -4, ABCB6 inh 2 90, PDI inh -1, MC4R barr agon -3.3 and Glyco luc inh 2.
`CCC1Cc2[nH]c(=S)[nH]c(=O)c2C(c2ccc(F)cc2)O1` (centres undefined) gave Cardio protect -2, HTR2A ag 4, Exocytosis inh 2, ABHD5-PLIN5 inh -2, CaV13 FRET inh -5, ABCB6 inh 2 98 and Glyco luc inh 4.
CC(C)(C)c1ccc(OCCC(=O)NNC(=O)c2ccccc2)cc1 was read as Cardio protect -2, HTR2A ag -1, MC4R antag cAMP 1, Exocytosis inh -2, ABHD5-PLIN5 inh -5, CaV13 FRET inh -6, ABCB6 inh 2 98, PDI inh 4, MC4R barr agon -2.1 and Glyco luc inh 0.
CCc1nc2c(OCCn3cccc3)cccn2c1N(C)C(=O)CC(C)C was read as Cardio protect 2, HTR2A ag 9, MC4R antag cAMP 3, Exocytosis inh -2, ABHD5-PLIN5 inh 6, CaV13 FRET inh -5, ABCB6 inh 2 96, PDI inh 6, MC4R barr agon 2.9 and Glyco luc inh 2.
Cc1cc(NC(=O)CSc2nc(=O)cc(N)n2-c2ccc(Cl)cc2)no1 was read as Cardio protect -5, HTR2A ag -5, MC4R antag cAMP 1, Exocytosis inh -2, ABHD5-PLIN5 inh -2, CaV13 FRET inh -11, ABCB6 inh 2 92, PDI inh -3, MC4R barr agon -2.3 and Glyco luc inh 1.
For COCCNC(=O)Cn1cc(C(=S)N2CCCCC2)c2ccccc21 the results were Cardio protect 4, HTR2A ag 5, MC4R antag cAMP 4, Exocytosis inh -1, ABHD5-PLIN5 inh -2, CaV13 FRET inh -3, ABCB6 inh 2 95, PDI inh 4, MC4R barr agon -1.8 and Glyco luc inh 0.
`CCOC(=O)NC1(C(F)(F)F)C(=O)NC(C)=C1C(=O)OC` (centres undefined) gave Cardio protect 4, HTR2A ag 0, MC4R antag cAMP 2, Exocytosis inh 2, ABHD5-PLIN5 inh -3, CaV13 FRET inh -5, ABCB6 inh 2 104, PDI inh 2, MC4R barr agon -0.8 and Glyco luc inh 2.
For COc1ccccc1CNS(=O)(=O)c1ccc2c(c1)N(C(C)=O)CCO2 the results were Cardio protect -3, HTR2A ag 3, MC4R antag cAMP 6, Exocytosis inh 3, ABHD5-PLIN5 inh 9, CaV13 FRET inh -5, ABCB6 inh 2 101, PDI inh 5, MC4R barr agon -1.8 and Glyco luc inh 0.
For O=C(/C=C/c1ccc(-c2ccccc2[N+](=O)[O-])o1)c1ccco1 the results were Cardio protect 7, HTR2A ag -3, MC4R antag cAMP 18, Exocytosis inh 46, ABHD5-PLIN5 inh 30*, CaV13 FRET inh -18, ABCB6 inh 2 111, PDI inh -3, MC4R barr agon -2.6 and Glyco luc inh 18.
Cc1cc(C)c(C(=O)NC2CC(C)(C)Cc3c2cnn3-c2cccc(F)c2)[nH]1 (centres undefined) was read as Cardio protect 1, HTR2A ag -4, MC4R antag cAMP -2, Exocytosis inh 0, ABHD5-PLIN5 inh 5, CaV13 FRET inh -7, ABCB6 inh 2 97, PDI inh 10, MC4R barr agon -2.9 and Glyco luc inh -4.
CCCCc1cc(=O)oc2c(CN(CC)CC)c(O)c(Cl)cc12 was read as Cardio protect -2, HTR2A ag -2, MC4R antag cAMP 3, Exocytosis inh 1, ABHD5-PLIN5 inh -2, CaV13 FRET inh -4, ABCB6 inh 2 102, PDI inh -11, MC4R barr agon -2.0 and Glyco luc inh 4.
Screening CC(C)(C)CCN1CCC(CN2CCNC2=S)CC1 returned Cardio protect 24, HTR2A ag 0, MC4R antag cAMP -3, Exocytosis inh 1, ABHD5-PLIN5 inh -3, CaV13 FRET inh -3, ABCB6 inh 2 97, PDI inh -4, MC4R barr agon -0.5 and Glyco luc inh 1.
